# Pol beta inh = qHTS Assay for Inhibitors of DNA Polymerase Beta. P06746. Pol beta primer extension/strand displacement, fluorescence kinetic. Potency, µM (series often up to 114 µM), inactives show at the highest dose activity change, negative = inhibition, hits mostly inhibitors. 1.3% of 340,000 active; further: on the % scale 0 is the no-effect control and ±100 the full control effect
#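 Curves were derived by four-parameter Hill fits of normalized qHTS data. The kinetic fluorescent primer-extension read was taken at 0 and 10 min after 50 nM substrate, following a 15 min room-temperature preincubation of 10 nM enzyme with compounds.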
# POLI inh = qHTS for Inhibitors of Polymerase Iota; DNA polymerase iota (Homo sapiens), Q9UNA4; Pol iota fluorescent replication assay, 10 min; Potency, µM (highest dose often 115 µM), inactives show at the top dose activity, negative = inhibition, actives largely listed as inhibitors; 1% of 390,000 active; AID 588590, 2011
#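 Pol iota at 10 nM preincubated 15 min with compounds at room temperature; reaction started with fluorescent substrate, 50 nM final. Fluorescence read kinetically at 0 and 10 min; buffer-only wells as negative control.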
# BLM helicase inh = qHTS Assay for Inhibitors of Bloom's syndrome helicase (BLM). RecQ-like DNA helicase BLM (Homo sapiens), P54132. recombinant BLM DNA unwinding, fluorescence dequenching. Potency, µM (top dose mostly 56.1 µM), inactives show at the highest dose activity change, negative = inhibition, usual class: inhibitors. 0.2% of 350,000 active. AID 2528, 2010;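 further: plate controls were vehicle for no effect and no enzyme for full effect; nearly all actives have a fitted effect of over 35% in size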
# Anesthetic bind = qHTS Assay for Identification of Novel General Anesthetics | Ferritin light chain (Equus caballus), P02791 | apoferritin/1-aminoanthracene competitive binding, fluorescence | Potency, µM (highest dose often 77.5 µM), inactives show at the top dose activity change, negative = displacement, most hits filed as inhibitors | 0.074% of 350,000 active; further: on the % scale 0 is the no-effect control and ±100 the full control effect; nearly all actives have a fitted effect of over 20% in size
# Target sequence (P02791 2-175 limits assumed): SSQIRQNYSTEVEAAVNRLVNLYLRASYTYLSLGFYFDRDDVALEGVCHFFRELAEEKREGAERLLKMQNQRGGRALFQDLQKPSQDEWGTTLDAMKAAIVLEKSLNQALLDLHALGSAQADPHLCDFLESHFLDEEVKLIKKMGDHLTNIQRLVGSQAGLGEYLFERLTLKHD
#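 Concentration-response curves derived by four-parameter Hill fitting of normalized fluorescence, where compounds displaced 1-AMA from 10 uM horse apoferritin following a brief 10 min room-temperature incubation; propofol titration acted as positive control.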
# G9a block = qHTS Assay for Inhibitors of Histone Lysine Methyltransferase G9a. AID 504332, 2011. G9a H3K9 monomethylation, AlphaScreen, 2 h. Potency, µM (titrated, usually from 102 µM), for the others: top-dose activity, negative = inhibition, usual class: inhibitors. 8.8% of 350,000 active; further: on the % scale 0 is the no-effect control and ±100 the full control effect; nearly all actives have a fitted effect of over 75% in size
# Target sequence (Q96KQ7 913-1193 limits assumed): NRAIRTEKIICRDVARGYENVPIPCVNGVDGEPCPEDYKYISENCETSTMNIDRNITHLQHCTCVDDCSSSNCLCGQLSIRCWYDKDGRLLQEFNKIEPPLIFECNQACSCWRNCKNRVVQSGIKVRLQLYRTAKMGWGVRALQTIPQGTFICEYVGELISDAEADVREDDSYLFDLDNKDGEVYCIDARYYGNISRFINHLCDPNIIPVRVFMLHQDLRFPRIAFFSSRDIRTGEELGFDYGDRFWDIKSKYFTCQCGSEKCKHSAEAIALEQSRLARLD
#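 Using a bead-based AlphaScreen, monomethylated H3K9 product from 2 h room-temperature reactions (G9a 20 nM, peptide 500 nM, SAM 20 uM) was detected with 0.5 ug/mL rabbit anti-H3K9me1 antibody.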
# Pol kappa inh = qHTS for Inhibitors of Polymerase Kappa. Potency, µM (doses to about 107 µM), without a hit: top-dose activity, negative = inhibition, hits mostly inhibitors. DNA polymerase kappa (Homo sapiens), Q9UBT6. purified Pol kappa, fluorescent DNA synthesis assay, 10 min. 0.53% of 400,000 active; further: on the % scale 0 is the no-effect control and ±100 the full control effect
#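 Readout: fluorescence, taken kinetically at 0 and 10 min. Conditions: 10 nM Pol kappa, 15 min RT compound preincubation, 50 nM substrate final. Controls: enzyme-free buffer wells.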
# BAZ2B block = qHTS Assay for Inhibitors of BAZ2B. AlphaScreen BAZ2B-H3K14Ac peptide displacement. Potency, µM (doses to about 114 µM), without a hit: at the top dose activity change, negative = inhibition, most hits filed as inhibitors. Bromodomain adjacent to zinc finger domain protein 2B (Homo sapiens), Q9UIF8. 4.4% of 360,000 active. AID 504333, 2011; further: on the % scale 0 is the no-effect control and ±100 the full control effect; nearly all actives have a fitted effect of over 60% in size
#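 BAZ2B (50 nM) with biotin-H3(5-23)K14Ac peptide (50 nM) in PBS pH 7.4, 0.01% Tween-20, preformed 30 min, then compound 30 min at room temperature; top concentration 110uM. AlphaScreen streptavidin donor/nickel chelate acceptor beads (10 ug/mL final), 20 min dark, signal read.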
# APEX1 inh = qHTS Assay for Inhibitors of the Human Apurinic/apyrimidinic Endonuclease 1 (APE1); DNA repair nuclease/redox regulator APEX1 (Homo sapiens), P27695; recombinant APE1, TAMRA/BHQ-2 abasic DNA cleavage fluorescence; Potency, µM (top dose mostly 65.8 µM), without a hit: at the highest dose activity change, negative = inhibition, actives largely listed as inhibitors; 0.35% of 350,000 active;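 further: plate controls were vehicle for no effect and reference inhibitor for full effect; nearly all actives have a fitted effect of over 55% in size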
# Target sequence (P27695 whole entry, looked up): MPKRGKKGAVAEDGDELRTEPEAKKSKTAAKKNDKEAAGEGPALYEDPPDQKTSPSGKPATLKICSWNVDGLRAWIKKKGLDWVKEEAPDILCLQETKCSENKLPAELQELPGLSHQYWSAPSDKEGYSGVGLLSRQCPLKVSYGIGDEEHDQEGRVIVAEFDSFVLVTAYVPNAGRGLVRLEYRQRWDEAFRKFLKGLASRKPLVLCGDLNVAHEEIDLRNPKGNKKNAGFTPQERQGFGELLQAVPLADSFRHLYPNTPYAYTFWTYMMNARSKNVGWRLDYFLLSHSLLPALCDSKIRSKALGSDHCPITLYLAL
#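 Substrate: short duplex with […] THF abasic site, 5'-TAMRA and 3'-BHQ-2, 50 nM final. APE1 at 0.75 nM, preincubated 15 min RT with compound. Fluorescence increase from first to third read measured activity.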
# POLH inh = qHTS for Inhibitors of Polymerase Eta | recombinant Pol eta, fluorescent DNA replication assay | Potency, µM (highest dose often 114 µM), for inactives: top-dose activity change, negative = inhibition, most hits filed as inhibitors | 1.2% of 390,000 active; further: on the % scale 0 is the no-effect control and ±100 the full control effect
#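 Pol eta at 10 nM preincubated with compounds 15 min at room temperature; reaction started with fluorescent substrate (50 nM final) and read kinetically at 0 and 10 min.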
# The depositor's hits bear a star; ? = inconclusive; nt = not tested or not shown; [ ] = another dose, or the depositor's remark. The call rests on the fitted dose curve; in most records, active means well fitted curve in the direction sought with a large enough effect; inconclusive means small, poorly fitted or top-dose-only effect, or another doubt; inactive means no such curve, though single readings can be large; an effect the other way counts as inactive or inconclusive. Potency means the concentration at half of the fitted maximal effect. The list is partial, so the mix of outcomes need not match the whole.
SMILES,Pol beta inh,POLI inh,BLM helicase inh,Anesthetic bind,G9a block,Pol kappa inh,BAZ2B block,APEX1 inh,POLH inh
Cc1ccc(OCC(=O)N2CCCCCCC2)cc1C,0%,30%[activator],-1%,?,27%,1%,6%,19%,-10%
CC1(C)NC(=O)N(CC(O)COc2cc3ccccc3cc2C(=O)N2CCCCC2)C1=O (stereo unspecified),12%,12%,-1%,-16%,-3%[59 µM],-10%,-29%,-16%,-20%
CCOc1ccc(NS(=O)(=O)c2ccc(C(=O)NCCN3CCOCC3)cc2)cc1,nt,34%[activator],nt,nt,-5%[0.501 µM],-15%,0%,23%,-6%
O=C(Nc1ccccc1)N(Cc1ccc(Cl)cc1)CC(O)C(F)(F)F (stereo unspecified),-17%,6%,-8%,-20%,20%,-7%,-25%,-4%,-20%
CCS(=O)(=O)N1CCc2cc(C(=O)Nc3ccc(C(=O)OC)cc3)ccc21,1%,-10%,-2%,-9%,-28%[59 µM],-8%,4%,nt,-12%
COC(=O)c1ccc(N/N=C/c2cc([N+](=O)[O-])cc(OC)c2O)cc1,?,7%,-4%,-8%,?,-1%,-16%,-1%,-11%
COc1ccc(CC(=O)NNS(=O)(=O)c2ccc(F)cc2)cc1OC,-1%,1%,1%,-1%,10%,11%,-26%,2%,-9%
C/C(=N\NC(=O)CNc1ccc(F)cc1)c1cc2ccccc2o1,0%,-28%,-2%,?,?,-6%,?,10%,-2%
COCc1cc(=O)n2[nH]c(-c3ccc(C)cc3)cc2n1,14%,34%[activator],-2%,-12%,12%[59 µM],-3%,4%,8%,-6%
COc1ccc(/C=C/c2nc(N)nc(-c3ccccc3O)n2)cc1,13%,229%[activator],-3%,-20%,19%[59 µM],-6%,5%,1%,-1%
O=C(O)c1cccc(-n2cccc2/C=C2/SC(=O)N(CC(=O)N3CCCC3)C2=O)c1,10µM*,7.9µM*,-7%,-5%,45µM*,?,50µM*,13µM*,5µM*
COc1ccccc1N1CCN(C(=O)CCS(=O)(=O)c2ccc3c(c2)NC(=O)C(C)S3)CC1 (stereo unspecified),9%,31%[activator],-3%,-23%,?,3%,-19%[57.1 µM],31%,-19%
O=C(Cn1cc(C(F)(F)F)ccc1=O)N/N=C/c1cccc(Cl)c1,34%,83%[activator],2%,?,-8%[59 µM],-5%,2%,3%,-14%
Cc1cc(C)cc(NC(=O)CCS(=O)(=O)c2cc3c4c(c2)CCN4C(=O)CC3)c1,0%,2%,1%,-2%,-42%[59 µM],-7%,6%,nt,-22%
CCn1c(=O)c2c(nc3n2CCCN3Cc2ccccc2)n(C)c1=O,11%,-22%,-1%,-5%,-7%,5%,-22%,-5%,-1%
O=c1c(C=Nc2ccc(Cl)cc2)c[nH]n1-c1cccc(Cl)n1,-23%,2%,-2%,-13%,-17%[12.7 µM],-26%,-6%,16%,?
CC(c1nnc(SCC(=O)c2c(N)n(C3CC3)c(=O)[nH]c2=O)n1-c1ccc(F)cc1)N(C)C (stereo unspecified),nt,-12%,nt,nt,-17%[59 µM],-11%,-19%,32%,1%
O=C(OCC(=O)N1CCCC1)c1c2c(nc3ccccc13)CCCCC2,0%,-1%,-3%,-12%,6%,-6%,-10%,-4%,-26%
O=C(CN(C(=O)CCC(=O)Nc1ccccn1)c1cccc(F)c1)NCc1ccc2c(c1)OCO2,12%,122%[activator],-4%,7%,-10%,-5%,0%,33%,-22%
S=c1[nH]nc(Nc2ccc(Cl)cc2)s1,?,?,-5%,1%,nt,1%,?,14%,-3%
Cc1sc2ncnc(OCC(=O)N3CCN(C(=O)c4ccco4)CC3)c2c1C,2%,-13%,7%,-19%,?,-17%,11%,1%,6%
O=C1Nc2cc(Cl)c(Cl)cc2N(O)N1c1cc(Cl)cc(Cl)c1,3%,?,-3%,-12%,9%,-3%,-1%[57.1 µM],-1%,-2%
N#Cc1nc(COc2ccc(F)cc2)oc1N1CCCCC1,0%,118%[activator],-4%,-12%,?,-22%,?,7%,-15%
O=C(COc1ccc(-n2cnnn2)cc1)NC(=O)NCc1ccccc1,22%,-6%,-2%,?,3%,-15%,4%,-1%,9%
COc1cccc(Cn2cnc3c(NS(=O)(=O)c4ccc(Cl)cc4Cl)c(C)c(C)cc32)c1,0%,2%,-13%,-16%,nt,1%,-5%,7%,-11%
CCOC(=O)c1ccccc1NC(=O)CSc1nnc(COc2ccccc2C)n1C,?,22%,-4%,-11%,-42%[59 µM],-15%,5%,-3%,-22%
CCN(Cc1ccccc1)C(=O)c1cccc(OC2CCN(C(=O)C3CC3)CC2)c1,13%,31%[activator],-2%,?,25%[0.501 µM],19%,-11%,-2%,-9%
CN(c1ccccc1C(=O)Nc1ccccc1-c1ccccc1)S(C)(=O)=O,6%,25%,1%,1%,-2%,-3%,-6%,22%,-15%
Cc1ccc(C)c(OCC(=O)Nc2ccc3c(c2)OCO3)c1,-1%,65%[activator],-4%,-14%,16%[59 µM],-21%,3%,6%,-11%
COc1ccc(N2CCN(C(c3cccs3)C(C)NS(=O)(=O)c3ccccc3)CC2)cc1 (stereo unspecified),-1%,2%,-8%,-5%,?,-10%,25µM*,-7%,-23%
COc1cccc(CN(C)C(=O)c2ccc(OCC(=O)Nc3cccc(C(F)(F)F)c3)c(OC)c2)c1,nt,7%,nt,nt,0%,-13%,6%,4%,-13%
N=c1sccn1CC(=O)NCCc1ccc(Cl)cc1Cl,4%,13%,-4%,-14%,-6%[59 µM],-10%,0%,-2%,-12%
COc1cc(C(c2c(NC(=O)c3ccco3)sc(C)c2C)N2CCOCC2)cc(OC)c1OC (stereo unspecified),nt,-18%,nt,nt,50µM*,-8%,?,33%,-15%
Cc1ccccc1-c1cncnc1N1CCNCC1,nt,nt,3%,-9%,nt,-6%[60.1 µM],nt,1%,nt
CCCCNC(=S)N/N=C/c1cc(C)ccc1C,8%,1%,3%,6%,13%,-13%,-8%,-5%,?
O=C(CN(C(=O)c1ccc(Cl)cc1)N1C(=O)C2CCCCC2C1=O)c1ccc(Cl)cc1 (stereo unspecified),80%,9%,-1%,-12%,67%[activator][59 µM],-16%,-31%,4%,-15%
CS(=O)(=O)c1ccc(NCC2CCCO2)c([N+](=O)[O-])c1 (stereo unspecified),8%,7%,2%,6%,8%,-3%,0%,22%,-5%
C/C(=N\NC(=O)Cn1c(-c2ccccn2)nc2ccccc21)c1cccc(O)c1,-2%,-7%,-7%,-6%,7%,-11%,-7%,-1%,-1%
O=C(Nc1ccccc1Cl)NC1(C(=O)N2CCOCC2)CCCCC1,54%,31%[activator],-2%,-9%,17%,-18%,3%,17%,-1%
O=S(=O)(c1ccc(F)cc1)N1CCCC(c2nc(-c3ccc(F)cc3)no2)C1 (stereo unspecified),nt,36%[activator],nt,nt,8%[12.7 µM],-5%,47%[activator],-5%,-27%
COc1ccccc1NC(=O)C(=O)NCCC1CCCCN1S(=O)(=O)c1ccccc1 (stereo unspecified),nt,39%[activator],nt,nt,-3%[0.501 µM],-15%,34%,-11%,-6%
COc1ccc(-c2csc(NCc3ccco3)n2)cc1C,-2%,12%,-6%,-18%,?,-15%,45µM*,4%,-16%
O=C(CCCc1ccccc1)NCCS(=O)(=O)N1CCN(c2ccc(F)cc2)CC1,nt,22%,nt,nt,?,-8%,2%,4%,3%
Cc1nc2c(ncn2-c2ccccc2)c(=O)n1NC(=O)CN1CCCCC1,-10%,33%,-7%,6%,13%[59 µM],11%,-1%,1%,-24%
CN(C)c1ccc(-c2nnn(CC(=O)N3c4ccccc4CCc4ccccc43)n2)cc1,12%,8%,-6%,-7%,?,-10%,-35%,8%,-11%
CC(NC(=O)COc1ccc(-c2nnco2)cc1)c1ccc(Cl)cc1Cl (stereo unspecified),-20%[57.1 µM],5%,-3%,-19%,45µM*,0%,-3%,1%,-18%
CCCN(CC(=O)Nc1ccccc1C)C(=O)c1ccc(COc2ccccc2)cc1,4%,14%,-8%,63%[activator],32%,-3%,5%,21%,-19%
CCCCOc1cccc(C2/C(=C(\O)c3ccc4c(c3)OCCO4)C(=O)C(=O)N2CCN2CCOCC2)c1 (stereo unspecified),15%,-2%,1%,-4%,0%[0.0925 µM],0%,?,4%,-12%
CCOC(=O)c1c(NC(=O)c2nc(SC(C)C)ncc2Cl)sc2c1CCCC2,-2%,17%,0%,-6%,0%[59 µM],0%,-24%,nt,-18%

# Single records (already shown). Order of screens: Pol beta inh	POLI inh	BLM helicase inh	Anesthetic bind	G9a block	Pol kappa inh	BAZ2B block	APEX1 inh	POLH inh
# Results for COc1ccc(-c2csc(NCc3ccco3)n2)cc1C = -2%	12%	-6%	-18%	?	-15%	45µM*	4%	-16%
# Results for CCCCOc1cccc(C2/C(=C(\O)c3ccc4c(c3)OCCO4)C(=O)C(=O)N2CCN2CCOCC2)c1 (stereo unspecified) = 15%	-2%	1%	-4%	0%[0.0925 µM]	0%	?	4%	-12%

# An excerpt from above in order of their number in POLH inh, rising.
Molecule	POLH inh
Cc1nc2c(ncn2-c2ccccc2)c(=O)n1NC(=O)CN1CCCCC1	-24%
CCCN(CC(=O)Nc1ccccc1C)C(=O)c1ccc(COc2ccccc2)cc1	-19%
CC(NC(=O)COc1ccc(-c2nnco2)cc1)c1ccc(Cl)cc1Cl (stereo unspecified)	-18%
CN(C)c1ccc(-c2nnn(CC(=O)N3c4ccccc4CCc4ccccc43)n2)cc1	-11%
COc1ccccc1NC(=O)C(=O)NCCC1CCCCN1S(=O)(=O)c1ccccc1 (stereo unspecified)	-6%
O=C(CCCc1ccccc1)NCCS(=O)(=O)N1CCN(c2ccc(F)cc2)CC1	3%
